GAA inhib: alpha-glucosidase (human) inhibition. AID 1466. 200,000 tested, 0.005% active. purified human GAA, 4-MU-alpha-glucoside fluorescence. Potency, µM (titrated, usually from 76.9 µM), without a hit: at the highest dose activity change, negative = inhibition, hits mostly inhibitors;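 also: plate controls were uninhibited enzyme wells for no effect and no-enzyme background for full effect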
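AC50 values come from Hill fits of compound titrations (up to 77 uM) against 4 nM human enzyme. Substrate 4-methylumbelliferyl-alpha-D-pyranoside at 400 uM, pH 5.0 citrate buffer, 20 min room temperature; fluorescence Ex 365/Em 440 after alkaline stop.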
Epigenetic reg: derepresses silenced GFP reporter in murine cells. 280,000 tested, 0.2% active. murine LDR cells, GFP reporter derepression, 30 h. AID 1865. Potency, µM (highest dose often 53.9 µM), for inactives: at the highest dose GFP activation, most hits filed as activators; also: % of control where 0% means no effect; nearly all actives have a fitted effect of over 60% in size
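In this reporter-derepression format, murine cells bearing a silenced integrated CMV-GFP locus incubate with test compound (30 h, 37 C), then are washed and imaged; fluorescent objects of 20–120 um count as induced cells.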
GAA glycogen: GAA glycogen-cleavage inhibition or activation | P10253 | recombinant GAA, glycogen substrate, Amplex Red glucose oxidase fluorescence | Potency, µM (top dose mostly 76.4 µM), for inactives: top-dose activity change, negative = inhibition, hits mostly inhibitors | 300,000 tested, 0.38% active;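 also: 0% = full enzyme reaction and -100% = no-enzyme basal signal; the screen sought inhibitors and activators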
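Recombinant human enzyme (4 nM); glycogen substrate; 37 C, 40 min, pH 5.0. Readout: coupled glucose oxidase/Amplex Red fluorescence.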
GLA spleen mod: inhibitors or activators of human alpha-galactosidase in spleen homogenate; P06280; Potency, µM (titrated, usually from 80 µM), without a hit: at the top dose activity change, negative = inhibition, most hits filed as inhibitors; human spleen homogenate, 4MU-alpha-Gal fluorescence, 40 min; 240,000 tested, 0.008% active;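 also: 0% = enzyme with vehicle and -100% = no enzyme basal signal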
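Inhibition or activation of alpha-galactosidase in human spleen homogenate is scored by 4-MU fluorescence after 40 min at 37C, pH 5.0, with 1 mM substrate. AC50s come from concentration-response fitted to the Hill equation.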
GAA spleen mod: lysosomal alpha-glucosidase (human) modulation; P10253; human spleen homogenate, 4-MU-alpha-glucoside fluorescence; Potency, µM (highest dose often 79.9 µM), for the others: at the top dose activity change, negative = inhibition, actives largely listed as inhibitors; 240,000 tested, 0.006% active; AID 2112;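 also: 0% = enzyme with vehicle and -100% = no enzyme basal signal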
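Compounds were titrated against alpha-glucosidase in spleen homogenate at pH 5.0, with 1 mM 4-methylumbelliferyl substrate for 40 min at 37 C. Reactions were quenched with pH 10 NaOH/glycine and fluorescence measured.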
Tau fluor counter: counter-screen for tau fibril formation inhibitors; tau K18 P301L Alexa594 fluorescence, heparin fibrillization; Potency, µM (doses to about 57.7 µM), for inactives: at the highest dose activity change, negative = decrease; 280,000 tested, 0.93% active; also: % is scaled to controls: 0 for no effect and ±100 for the full control effect; nearly all actives have a fitted effect of over 55% in size
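Human tau K18 P301L (15 uM unlabeled, 0.24 uM Alexa 594-labeled) in 100 mM sodium acetate pH 7 with 20 uM heparin, 6 hr at 37 C. ThT 30 uM added, 1 hr ambient; Alexa 594 FP and total fluorescence read at 555/632 nm.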
ALDH1A1 inh: blocks purified human ALDH1A1 activity; P00352; Purified ALDH1A1, NADH fluorescence, propionaldehyde substrate; Potency, µM (series often up to 75.3 µM), without a hit: at the highest dose activity, negative = inhibition, hits mostly inhibitors; 220,000 tested, 7.3% active; AID 1030; active = well fitted inhibition curve with a large enough effect, not every such curve was filed as active; inconclusive = small, poorly fitted or top-dose-only effect, or another doubt; inactive = no such curve, though single readings can be large or run the other way;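 also: plate controls were no enzyme wells and a reference inhibitor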
Target sequence (P00352 whole entry, looked up): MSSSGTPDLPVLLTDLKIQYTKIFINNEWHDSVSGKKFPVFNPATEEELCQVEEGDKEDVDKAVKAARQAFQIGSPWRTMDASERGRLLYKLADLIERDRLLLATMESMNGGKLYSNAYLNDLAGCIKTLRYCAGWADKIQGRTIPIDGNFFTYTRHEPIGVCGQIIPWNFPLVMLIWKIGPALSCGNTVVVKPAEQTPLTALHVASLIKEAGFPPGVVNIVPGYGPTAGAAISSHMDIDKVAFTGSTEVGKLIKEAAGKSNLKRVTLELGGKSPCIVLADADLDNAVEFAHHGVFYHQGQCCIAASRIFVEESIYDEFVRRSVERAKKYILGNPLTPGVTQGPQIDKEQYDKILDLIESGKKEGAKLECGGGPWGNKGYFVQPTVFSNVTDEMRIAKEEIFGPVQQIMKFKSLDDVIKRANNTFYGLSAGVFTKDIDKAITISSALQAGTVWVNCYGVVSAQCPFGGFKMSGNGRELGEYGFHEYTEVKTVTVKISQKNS
NPSR antagonist: neuropeptide S receptor (human) antagonism, cAMP; Q6W5P4; CHO-NPSR cells, cAMP TR-FRET, antagonist mode; Potency, µM (top dose mostly 38.3 µM), for inactives: at the top dose activity change, negative = inhibition, actives largely listed as inhibitors; 220,000 tested, 1% active; AID 1461; also: % is scaled to controls: 0 for no effect and ±100 for the full control effect; nearly all actives have a fitted effect of over 50% in size; many of its hits are not listed in these tables
Target sequence (Q6W5P4 whole entry, looked up): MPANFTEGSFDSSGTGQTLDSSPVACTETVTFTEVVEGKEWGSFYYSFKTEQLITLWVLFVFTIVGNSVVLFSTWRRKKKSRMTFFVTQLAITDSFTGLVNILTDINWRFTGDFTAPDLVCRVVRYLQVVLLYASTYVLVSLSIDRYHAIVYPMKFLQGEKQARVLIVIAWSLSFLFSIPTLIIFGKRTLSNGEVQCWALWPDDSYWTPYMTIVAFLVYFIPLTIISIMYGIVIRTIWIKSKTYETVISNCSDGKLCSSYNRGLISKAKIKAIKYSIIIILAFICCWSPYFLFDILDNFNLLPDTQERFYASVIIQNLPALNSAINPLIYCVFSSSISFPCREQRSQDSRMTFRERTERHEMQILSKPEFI
The depositor's hits bear a star; ? = inconclusive; . = not tested or not shown; [ ] = dose if it differs, or a comment. Unless noted, calls follow the shape of the dose curve; as a rule, active = well fitted curve in the direction sought with a large enough effect; inconclusive = small, poorly fitted or top-dose-only effect, or another doubt; inactive = no such curve, though single readings can be large; an effect the other way counts as inactive or inconclusive. Potency is read from the fitted curve at half-maximal effect.

SMILES	GAA inhib	Epigenetic reg	GAA glycogen	GLA spleen mod	GAA spleen mod	Tau fluor counter	ALDH1A1 inh	NPSR antagonist
COc1ccc(OCC(=O)NCCc2c[nH]c3ccccc23)cc1	11%	-1.1%	7%	-3%	-3%	-10%	-5%	29%
CCc1ccccc1NC(=O)CSc1nnc(-c2ccncc2)o1	-3%	-2.2%	-9%	9%	.	4%	-1%	10%
CC(=O)c1c(C(C)=O)c(C)n(-c2ccc3ncccc3c2)c1C	?	5.0%	7%	9%	9%	-2%	8%	3%
CC1(C)Cc2c(c(N3CCOCC3)nc3sc(C(N)=O)c(N)c23)CO1	.	4.2%	7%	5%	-1%	-19%	.	-17%
Cc1cccc([C@@H]2C[C@H]3CN(Cc4cccc(Cl)c4)C(=O)[C@]34CCCN24)n1	.	-1.2%	12%	-4%	0%	10%	7%	17%
COc1ccccc1-n1cnnc1SCC(=O)c1ccc[nH]1	7%	0.0%	3%	-1%	-3%	5%	?	-1%[46.1 µM]
Cn1c(C(=O)OC(C(=O)NC(C)(C)C)c2cccnc2)cc2sccc21 (stereo unspecified)	13%	-0.5%	-10%	3%	-18%	-7%	10%	-4%
CCOC(=O)CN1C(=O)CCSc2ccc(Cl)cc21	8%	0.0%	1%	4%	-1%	-6%	5%	15%
COc1ccccc1NC(=O)Cn1c(=O)oc2ccccc21	-6%	5.3%	-6%	-2%	-3%	-6%	11%	-8%[46.1 µM]
Cc1nn(-c2ccccc2)c(Cl)c1/C=N/NC(=O)c1ccccc1NS(=O)(=O)c1cccs1	-4%	0.0%	-12%	2%	-1%	-28%	?	-12%
CCOCCCNC(=O)c1cn(CC(C)C)c(=O)c2cc(OC)c(OC)cc12	-3%	-0.8%	0%	-3%	-5%	2%	20µM*	-2%[46.1 µM]
O=C(N/N=C/c1cc(Br)cs1)c1ccc2c(c1)OCCO2	-1%[15.4 µM]	3.0%	-1%	-2%	8%	-24%	0%	40%

Looked up above:
Cc1cccc([C@@H]2C[C@H]3CN(Cc4cccc(Cl)c4)C(=O)[C@]34CCCN24)n1 | Epigenetic reg = -1.2%
CCOC(=O)CN1C(=O)CCSc2ccc(Cl)cc21 | NPSR antagonist = 15%

More entries:
SMILES	GAA inhib	Epigenetic reg	GAA glycogen	GLA spleen mod	GAA spleen mod	Tau fluor counter	ALDH1A1 inh	NPSR antagonist
O=C(Nc1c(C(=O)O)oc2ccc(Br)cc12)c1ccccc1	-1%[15.4 µM]	0.0%	-6%	5%	-5%	-11%	28µM*	-9%[46.1 µM]
N#CC(C#N)=CNc1cccnc1	?	-1.3%	6%	2%	-1%	5%	11%	-15%
NC(=O)COC(=O)CSc1ccc2ccccc2c1	2%	-1.4%	3%	8%	3%	-7%	0%	-11%
O=C(Cc1ccc(Cl)cc1)NN1C(=O)c2ccccc2C1=O	-1%	3.7%	-8%	-2%	1%	8%	14%	8%
COc1ccc(N=Cc2sc3ccccc3c2Cl)cc1	?	1.1%	?	-4%	-6%	-16%	-4%	-13%[46.1 µM]
COCC(=O)Nc1sc2c(c1C(=O)OC)CCCC2	-4%	-0.8%	-5%	1%	8%	-15%	?	1%[46.1 µM]
CCOC(=O)c1ccc(COC(=O)CNC(=O)CNC(=O)c2ccc(OC)cc2)o1	-5%	-0.8%	2%	5%	5%	-1%	-1%	-4%[46.1 µM]
Cc1ccc(S(=O)(=O)Nc2ccc(Br)cc2C(NCC(=O)O)c2ccccc2)cc1 (stereo unspecified)	4%	0.0%	13%	13%	7%	-5%	-5%	-8%[46.1 µM]
COc1ccc(NC(=O)CC2Nc3ccccc3NC2=O)c([N+](=O)[O-])c1 (stereo unspecified)	1%	-2.7%	15%	-4%	-1%	-8%	?	-4%
CC(=O)CSc1nc(-c2cccs2)c(C#N)c(=O)[nH]1	-2%	1.1%	18%	7%	6%	-5%	-8%	?
CC(C)(C)c1ccc(C(=O)NC(=S)NCc2cccnc2)cc1	?	-7.9%	-1%	-1%	2%	0%	?	-56%
COC(=O)C(C)(C)ONC(=O)Nc1ccccc1Cl	5%	1.5%	1%	2%	-2%	7%	16%	8%
Cc1ccc(C(=O)n2nc(C#N)c(C#N)c2N)cc1	.	-1.5%	10%	-28%	-15%	-27%	.	10%
Cc1ccc2nsnc2c1NC(=O)COc1ccccc1F	9%	1.6%	-9%	-12%	-21%	-4%	-5%	11%
Cc1ccc(Nc2nnc(SCC(=O)Nc3ncc(C(F)(F)F)cc3Cl)s2)cc1	1%	1.1%	-14%	2%	-3%	?	-6%	-16%[46.1 µM]
Cc1ccccc1Cn1c(=N)n(CC(=O)c2ccc([N+](=O)[O-])cc2)c2ccccc21	-1%	17%	-16%	8%	5%	?	?	-47%
COc1ccc(N/C(C)=C2/C(=O)C(=O)N(CCO)C2c2ccc([N+](=O)[O-])cc2)cc1 (stereo unspecified)	-3%	-1.0%	-1%	6%	-3%	-9%	11µM*	-2%[46.1 µM]
Cc1ccc(C(C)C)cc1OCC(=O)N/N=C/c1ccc2c(c1)OCCO2	?	11%	-15%	-5%	1%	?	?	-29%
O=S(=O)(N1CCOCC1)N1CCN(c2ccccc2F)CC1	-8%	0.0%	3%	10%	10%	1%	7%	4%[46.1 µM]
Cc1ccc(NC(=S)N(Cc2cccs2)Cc2cc3cc(C)cc(C)c3[nH]c2=O)cc1	0%	1.3%	12%	-8%	-8%	-8%	5%	-14%[46.1 µM]
C/C(O)=C(/C=Nc1ccccc1)C(=O)Nc1ccccc1	-3%	-4.2%	-1%	-5%	-4%	-22%	-6%	-17%
Cc1ccccc1CCN(C(=O)CN1C(=O)c2ccccc2S1(=O)=O)C(C(=O)NCC1CCCO1)c1ccncc1 (stereo unspecified)	?	3.6%	3%	6%	0%	0%	?	-20%[46.1 µM]
COc1ccc(CNC(=O)C(C)Sc2nc3ccccc3c(=O)n2CCCN2CCOCC2)cc1 (stereo unspecified)	-3%	-0.2%	2%	-5%	-2%	-6%	-10%	-15%
O=S(=O)(c1ccc(Cl)c(Cl)c1)c1snnc1-c1ccccc1	1%	0.0%	-3%	-6%	-8%	-27%	-6%	?

Given with values under each structure: two of the compounds above
Fields: GAA inhib | Epigenetic reg | GAA glycogen | GLA spleen mod | GAA spleen mod | Tau fluor counter | ALDH1A1 inh | NPSR antagonist
Cc1ccc(C(=O)n2nc(C#N)c(C#N)c2N)cc1
    . | -1.5% | 10% | -28% | -15% | -27% | . | 10%
Cc1ccc2nsnc2c1NC(=O)COc1ccccc1F
    9% | 1.6% | -9% | -12% | -21% | -4% | -5% | 11%

(further entries)
SMILES	GAA inhib	Epigenetic reg	GAA glycogen	GLA spleen mod	GAA spleen mod	Tau fluor counter	ALDH1A1 inh	NPSR antagonist
O=c1c2ccccc2nc2c3ccccc3cnn12	2%	1.1%	-4%	12%	5%	-5%	?	6%
COc1ccc(CCNC(=O)COC(=O)C2CCCCC2)cc1	-1%	-3.0%	2%	-13%	5%	-2%	?	18%
COc1cccc(-n2nc(-c3ccnn3-c3ccccc3)c(=O)n(C)c2=O)c1	-4%	3.6%	-5%	-2%	-1%	-8%	?	-17%[46.1 µM]
O=C(NCc1cccs1)C1CCCN1C(=O)Nc1cccc(F)c1 (stereo unspecified)	-1%	-1.8%	0%	8%	-4%	-9%	-3%	28%
Cc1scc(C(=O)N2CCN(c3ccc(Cl)cc3)CC2)c1C	3%	1.2%	5%	1%	0%	4%	20µM*	-34%
COc1ccc(-c2nn(-c3ccccc3)cc2/C=C2/SC(=S)N(Cc3ccco3)C2=O)c(C)c1	3%	-0.3%	5%	-10%	-7%	2%	-9%	-8%[46.1 µM]
Cc1oc(-c2cccc(Cl)c2)nc1CN1CCCC(C(=O)NCc2ccco2)C1 (stereo unspecified)	4%	0.0%	-3%	-1%	-7%	-3%	5%	-12%[46.1 µM]
O=C1OCCN1CCNCc1cn(-c2ccc(F)cc2)nc1-c1ccccc1Cl	4%	-0.1%	-8%	6%	1%	-6%	?	0%
C/C(=N\O)c1cc(Cl)cc(Cl)c1O	-11%	0.0%	5%	-4%	0%	-12%	-4%	52%
O=S(=O)(/C=C/c1ccccc1)N1CCN(c2nc(-c3ccccc3)nc3ccccc23)CC1	?	-0.2%	2%	11%	2%	-18%	-5%	-18%
CC(C)N1CCN(Cc2cn[nH]c2C2CCCCC2)CC1CCO (stereo unspecified)	6%	-1.7%	-3%	2%	-3%	5%	6%	-15%
O=C1CCC(C(=O)NCc2cccnc2)N1 (stereo unspecified)	2%	0.1%	-13%	-3%	-3%	1%	8%	12%[46.1 µM]
CN(C)Cc1cc(C(C)(C)C)cc(C(C)(C)C)c1O	.	0.3%	-2%	0%	-5%	-5%	.	6%
Cc1ccc(Cl)cc1NC(=O)C1CCN(S(C)(=O)=O)CC1	-1%	0.0%	13%	0%	-3%	-15%	7%	-1%
COc1cccc(-n2nnc3c(=O)n(CC(=O)N4CCCCC4)cnc32)c1	-1%	-1.0%	4%	10%	-4%	-4%	-3%	-3%[46.1 µM]
CC(C)C(=O)Nc1ccc(-c2nc3ccccc3c(=O)o2)cc1	?	-3.4%	-8%	4%	-20%	-17%	-14%	-6%
Cc1ccc(OCc2nnc(SCC(=O)c3cccs3)n2-c2ccccc2)cc1C	0%	0.1%	6%	-6%	-6%	1%	?	-8%[46.1 µM]
CC(C)Sc1nc2c(c(=O)[nH]c(=O)n2C)n1C	?	-2.9%	0%	-4%	-1%	0%	-2%	9%[46.1 µM]
C=CCC(=O)OCC(=O)Nc1ccc(Cl)cn1	-3%	-0.2%	3%	3%	-2%	-8%	-2%	3%[46.1 µM]
CN(C)CCCn1c(N)c(C#N)c2nc3ccccc3nc21	.	-1.0%	3%	?	?	.	.	9%
O=C(CCCn1c(=O)c2sccc2n(Cc2cc(=O)n3ccccc3n2)c1=O)NCc1ccco1	-2%	-0.8%	3%	8%	1%	6%	?	-11%[46.1 µM]
CC(=O)Nc1cc(C(F)(F)F)ccc1N1CCOCC1	0%	-0.7%	7%	-11%	-6%	1%	18%	-22%[46.1 µM]
CC(C)Cn1c(N)c(C(=O)COC(=O)c2ccc([N+](=O)[O-])o2)c(=O)n(C)c1=O	3%	3.0%	1%	7%	0%	-7%	18µM*	-4%
N#Cc1c(-c2ccc(Cl)cc2)c2c([nH]c1=S)CCCC2	-4%	1.2%	-6%	4%	1%	-8%	18%	3%

Retrieved by compound from the entries so far, 2 records:
SMILES	GAA inhib	Epigenetic reg	GAA glycogen	GLA spleen mod	GAA spleen mod	Tau fluor counter	ALDH1A1 inh	NPSR antagonist
C=CCC(=O)OCC(=O)Nc1ccc(Cl)cn1	-3%	-0.2%	3%	3%	-2%	-8%	-2%	3%[46.1 µM]
CN(C)Cc1cc(C(C)(C)C)cc(C(C)(C)C)c1O	.	0.3%	-2%	0%	-5%	-5%	.	6%

The list is partial; rates above refer to the full screens.
